Compound activity: PubChem BioAssay, National Center for Advancing Translational Sciences (NCATS)
GALK inh: qHTS Assay for Inhibitors of Human Galactokinase (GALK); P51570; Potency, µM (doses to about 57.5 µM), without a hit: at the highest dose activity change, negative = inhibition, actives largely listed as inhibitors; AID 1868, 2009; Purified GALK, Kinase-Glo residual ATP luminescence; 0.007% of 270,000 active; note: potency is the fitted concentration of half-maximal effect; % is set by controls: 0 for no effect and ±100 for the full control effect
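Compounds were pin-transferred into ATP buffer (35 uM final), then GALK plus galactose (5 nM, 100 uM final) was added. After 1 h at room temperature, Kinase-Glo Plus was added and luminescence read after 10 min.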
USP2a inh: qHTS Assay for Inhibitors of Ubiquitin-specific Protease USP2a Using CHOP2 as the Reporter. USP2 core, Ub-CHOP2 coupled fluorogenic reporter, 485/531. Potency, µM (highest dose often 38.3 µM), for the others: at the highest dose activity change, negative = inhibition, usual class: inhibitors. 0.01% of 330,000 active;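 note: potency is the fitted concentration of half-maximal effect; plate controls were DMSO wells for no effect and full inhibition by NEM control for full effect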
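USP2 core (10nM final) preincubated 30min RT with compound in 20mM Tris-HCl pH 8.0, 2mM CaCl2, 2mM beta-mercaptoethanol, 0.05% CHAPS; 25nM Ub-CHOP2 plus 25nM reporter substrate added, fluorescence (Ex485/Em531) read after 60min.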
KCNH2 WT inh: qHTS for Inhibitors of KCHN2 3.1: Wildtype qHTS | Voltage-gated inwardly rectifying potassium channel KCNH2 (Homo sapiens), Q12809 | U2OS, BacMam KCNH2, thallium flux FluxOr; stronger effect = lower value | activity change, % at 1.84 µM | 0.37% of 340,000 active | AID 720551, 2013;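 active = maximum activity change below -70%; inconclusive = maximum activity change between -70% and -50%; inactive = maximum activity change above -50%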; note: % is set by controls: 0 for no effect and ±100 for the full control effect
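U2OS cells were transduced with wild-type KCNH2 virus (2.03 x 10^8 / mL) for 4 h at room temperature, then cultured overnight at 37 C. Thallium flux was read with FluxOr dye. Rate constants were normalized to DMSO controls.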
Menin-MLL TR inh: qHTS Assay for Inhibitors Targeting the Menin-MLL Interaction in MLL Related Leukemias: Competition With Texas Red Labeled MLL-derived Mutant Peptide; O00255; Potency, µM (highest dose often 61.6 µM), inactives show at the highest dose FP activity change, negative = inhibition, hits mostly inhibitors; AID 1768, 2009; 0.23% of 270,000 active; Menin + Texas Red MLL mutant peptide, fluorescence polarization; active = well fitted inhibition curve with a large enough effect in the polarisation, with a control signal flat, not every such curve was filed as active; inconclusive = small, poorly fitted or top-dose-only effect, or effect the other way, or a change in a side signal; inactive = no such curve, though single readings can be large or run the other way; the % refers to the polarisation; note: potency is the fitted concentration of half-maximal effect; % of control where 0% means no effect; many of its hits are not listed in these tables
Mito fusion yeast: qHTS Assay for Small Molecule Inhibitors of Mitochondrial Division or Activators of Mitochondrial Fusion. Potency, µM (titrated, usually from 46.1 µM), for the others: at the top dose growth rescue (activation), usual class: activators. S. cerevisiae fusion-defective mutant growth rescue, CellTiterGlo 48 h. 0.23% of 320,000 active. AID 485298, 2010;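 note: potency is the fitted concentration of half-maximal effect; % of control where 0% means no effect; nearly all actives have a fitted effect of over 45% in size; temperature-sensitive fusion mutants such as fzo1-1 at 37 °C on non-fermentable ethanol glycerol medium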
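Temperature-sensitive fusion-defective S. cerevisiae (e.g. fzo1-1, mgm1-5) were grown with compound in YPEG medium (3% ethanol, 3% glycerol) for 48 hours at 37C. Growth rescue was measured as viability by CellTiterGlo luminescence after 10 minutes at ambient.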
TSHR antagonist: Antagonists of the Thyroid Stimulating Hormone Receptor: HTS campaign. TSHR-expressing cells, TSH-stimulated cAMP HTRF, 2 h; stronger effect = lower value. activity change, negative = inhibition, % at 11.5 µM. 0.2% of 330,000 active;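 active = activity change below a set negative limit, meaning inhibition stronger than a set level, cut at about -70% in these data; inconclusive = activity change between two set negative limits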; note: % is set by controls: 0 for no effect and ±100 for the full control effect
Target sequence (P16473 whole entry, looked up): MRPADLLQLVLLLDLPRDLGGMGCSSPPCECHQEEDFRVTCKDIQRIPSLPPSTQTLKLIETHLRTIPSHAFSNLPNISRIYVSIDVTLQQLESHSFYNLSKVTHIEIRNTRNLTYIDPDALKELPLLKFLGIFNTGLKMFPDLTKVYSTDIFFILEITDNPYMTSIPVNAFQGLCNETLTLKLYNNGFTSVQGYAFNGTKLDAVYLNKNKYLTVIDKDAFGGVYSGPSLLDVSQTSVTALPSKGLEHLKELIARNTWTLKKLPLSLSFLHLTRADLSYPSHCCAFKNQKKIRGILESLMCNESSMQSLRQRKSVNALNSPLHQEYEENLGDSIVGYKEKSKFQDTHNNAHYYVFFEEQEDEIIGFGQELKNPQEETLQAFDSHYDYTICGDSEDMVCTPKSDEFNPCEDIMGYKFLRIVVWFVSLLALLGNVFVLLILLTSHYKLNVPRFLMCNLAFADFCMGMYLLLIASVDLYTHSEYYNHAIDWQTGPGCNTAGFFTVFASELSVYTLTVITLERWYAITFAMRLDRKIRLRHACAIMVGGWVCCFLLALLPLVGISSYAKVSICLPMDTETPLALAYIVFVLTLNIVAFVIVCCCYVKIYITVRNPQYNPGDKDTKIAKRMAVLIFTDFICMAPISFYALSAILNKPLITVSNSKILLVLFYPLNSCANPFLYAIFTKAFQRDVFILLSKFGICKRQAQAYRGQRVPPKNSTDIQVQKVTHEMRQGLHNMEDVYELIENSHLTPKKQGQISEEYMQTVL
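Inhibition of cAMP made by TSHR-expressing cells under TSH stimulation (4nM final, EC80; 2 h, 37 deg C) is quantified with a one-step lysis HTRF kit, anti-cAMP cryptate versus cAMP-d2.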
Eya2 phos inh: qHTS Assay for Inhibitors of the Phosphatase Activity of Eya2; Protein phosphatase EYA2 (Homo sapiens), O00167; AID 488837, 2010; 0.006% of 330,000 active; Potency, µM (titrated, usually from 76.9 µM), without a hit: top-dose activity, negative = inhibition, usual class: inhibitors; recombinant Eya2, OMFP fluorescence dephosphorylation (OMFP is methylfluorescein phosphate); note: potency is the fitted concentration of half-maximal effect; % is set by controls: 0 for no effect and ±100 for the full control effect
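Eya2 protein (added as 0.2 uM solution) was preincubated with compound for 10 min at ambient temperature in 50 mM HEPES pH 7.5, 50 mM NaCl, 5 uM MgCl2, 0.05% BSA, 1 mM DTT. OMFP (added at 50 uM) then reacted 10 min; fluorescence read at 485/525 nm.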
S-ASM inh: Inhibitors of Secretory Acid Sphingomyelinase (S-ASM): qHTS | Sphingomyelin phosphodiesterase (Homo sapiens), P17405 | 0.006% of 340,000 active | placental ASM, HMU-PC fluorogenic substrate, 60 min | Potency, µM (highest dose often 57.5 µM), for the others: top-dose activity change, negative = inhibition, usual class: inhibitors | AID 504937, 2011; note: potency is the fitted concentration of half-maximal effect
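Fluorescence read-out (Ex 386 nm, Em 447 nm) after stopping the reaction at pH 10. Enzyme: ASM from human placenta; substrate HMU-PC0, 9 uM final; 60 min, 37 °C. Compound preincubation 10 min, ambient temperature.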
PKM2 activator: qHTS Assay for Activators of Human Muscle isoform 2 Pyruvate Kinase | Pyruvate kinase PKM (Homo sapiens), P14618 | purified PKM2, Kinase-Glo ATP luminescence, activation; response scale: 0% is enzyme alone, no compound | Potency, µM (titrated, usually from 57.5 µM), inactives show top-dose activation, usual class: activators | 0.34% of 260,000 active; note: potency is the fitted concentration of half-maximal effect; % is set by controls: 0 for no effect and ±100 for the full control effect; nearly all actives have a fitted effect of over 55% in size
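hPK-M2, >95% pure; 0.1 mM ADP / 0.5 mM PEP final; imidazole pH7.2 buffer w/ 7 mM MgCl2, 50 mM KCl; 1 h RT; Kinase-Glo lum. Intermediate enzyme activity for dual inhibitor/activator qHTS.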
Chronic BCR inh: qHTS Assay to Find Inhibitors of Chronic Active B-Cell Receptor Signaling. Potency, µM (highest dose often 46.1 µM), inactives show at the highest dose ratio change, negative = lower green/red ratio, actives largely listed as inhibitors. ABC-DLBCL IkBa-CBG/CBR reporter, luminescence ratio, 4 h. 0.05% of 340,000 active; active = well fitted inhibition curve with a large enough effect in the signal ratio, with a control signal flat, not every such curve was filed as active; inconclusive = small, poorly fitted or top-dose-only effect, or effect the other way, or a change in a side signal; the % refers to the signal ratio;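 note: potency is the fitted concentration of half-maximal effect; plate controls were basal doxycycline-induced cells for no effect and cells given 10 µM MG132 for full effect; MG132 reads +100%, hits lower the ratio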
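Compounds up to 46 uM were incubated four hours with TMD8 cells whose green CBG68 luciferase is fused to IkappaBalpha; red CBR luminescence normalised the signal, and concentration-effect curves were fitted to fusion, red and ratio data.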
MBNL1 CUG block: qHTS Assay for Inhibitors of MBNL1-poly(CUG) RNA binding; 0.036% of 280,000 active; Potency, µM (series often up to 57.5 µM), for inactives: top-dose activity change, negative = inhibition, usual class: inhibitors; AID 2675, 2010; TR-FRET MBNL1-His/biotin-(CUG)12 binding, 665/545 ratio; active = well fitted inhibition curve with a large enough effect in the signal ratio, with a control signal flat, not every such curve was filed as active; inconclusive = small, poorly fitted or top-dose-only effect, or effect the other way, or a change in a side signal; inactive = no such curve, though single readings can be large or run the other way; the % refers to the signal ratio; note: potency is the fitted concentration of half-maximal effect; % is set by controls: 0 for no effect and ±100 for the full control effect
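MBNL1-His + Biotin-(CUG)12, cpd titration 92 nM–58 uM; Tb anti-His Ab 0.055 ng/ul, SA-XL665 5 nM (final); 60 min RT; ratiometric 665/545 nm, Ex 340 nm; normalized to buffer and full-complex controls.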
* = called active by the depositor; ? = inconclusive; nt = no result given; & = joins results of further samples; [ ] = another dose, or the depositor's remark. Unless noted, calls come from the whole dose curve; as a rule, active = well fitted curve in the direction sought with a large enough effect; inconclusive = small, poorly fitted or top-dose-only effect, or another doubt; inactive = no such curve, though single readings can be large; an effect the other way counts as inactive or inconclusive. Not all compounds are listed. The share of hits here may be higher or lower than overall.

SMILES	GALK inh	USP2a inh	KCNH2 WT inh	Menin-MLL TR inh	Mito fusion yeast	TSHR antagonist	Eya2 phos inh	S-ASM inh	PKM2 activator	Chronic BCR inh	MBNL1 CUG block
O=C(O)c1c[nH]c(=S)n1-c1ccc(F)cc1	-1%	-5%	-2	25%	-2%	8	23%	-1%	-16%	-1%	-11%
COC(=O)c1cc(C(=O)OC)n(Cc2ccc(C)cc2)c1C	1%	-3%	-3	-11%	-2%	-10	8%	-4%	5%	-9%	1%
COc1ccc(-c2nn3cnnc3s2)cc1OC	-1%	0%	0	-17%	1%	5	-32%	-3%	-2%	-14%	-6%
C=CCOC(=O)C1=C(C)NC(SCC(=O)N(CC)CC)=C(C#N)C1c1ccco1 (stereo not drawn)	-5%	0%	-5&4	-10%	13%	1	-12%	-1%&4%	0%	?	4%
Cc1cc(C)nc(N/N=C/c2ccc3c(c2)OCCO3)n1	8%	1%	-12	-1%	-7%	-3	-8%	1%	-11%	?	9%
NC(=O)c1ccccc1N=Cc1ccc2ccccc2c1	1%	-2%	-4	?	-7%	0	3%	44%[activator]	-2%	?	31%[activator]
Cc1cc(C)nc(N/N=C/c2sccc2C)n1	3%	2%	17	6%	-7%	1	2%	5%	-20%	?	10%
O=C(NCCCn1ccnc1)c1cn(-c2ccccc2)nc1-c1ccccc1	-3%	nt	25	10%	-1%	nt	nt	4%	-5%	nt	10%
O=C(Nc1ccc(S(=O)(=O)N2CCOCC2)cc1)c1ccccc1Br	-1%	2%	-8	9%	-8%	-11	-4%	3%	4%[11.5 µM]	-2%	-4%
O=C(COC(=O)Cn1cnc2ccccc21)NCCc1ccccc1	4%	5%	-14	3%	1%	-9	-4%	4%	2%	0%	-4%
CCC(=O)Nc1ccc2c(c1)nc(CN1CCCCC1)n2C	2%	0%	-3	-3%	4%	-8	2%	9%	-5%	4%	0%
C=C(C)CNC(=S)N1CCN(C(c2ccccc2)c2ccccc2)CC1	3%	-7%	-1	16%	7%	-3	-3%	4%	-17%	17%	8%
CCOC(=O)C(=CNc1ccc(C#N)cc1)C(=O)OCC	9%	2%	-9	2%	0%	-2	-8%	7%	0%	-4%	-2%
Cc1c(-c2ccccc2)oc2c(C(=O)OCC(=O)Nc3ccc(C(N)=O)cc3)cccc2c1=O	1%	2%	nt	18%	5%	-5	6%	-16%	-2%	1%	nt
CCC(Sc1nc(C)cc(C)n1)C(=O)NC1=NN=C(c2ccc(C)cc2)CS1 (stereo not drawn)	-1%	1%	15	4%	-7%	0	-13%	-7%	5%	-2%	10%
CN(C(=O)c1cc([N+](=O)[O-])ccc1NCc1cccnc1)c1ccccc1	1%	3%	-16	5%	2%	-12	?	-1%	-1%	-2%	?
COc1cc(/C=N/NC(N)=O)ccc1OCC(=O)Nc1ccc(C)c(C)c1	0%	-1%	7	3%	-1%	-3	1%	-8%	-2%	-8%	-16%
COc1ccc(/C=C/C(=O)NCCCN2CCOCC2)cc1	3%	-1%	-2	0%	-3%	5	15%	3%	nt	?	15%
O=C(COC(=O)c1ccc(Cl)nc1)NCc1ccc2c(c1)OCO2	0%	2%	-24	5%	-9%	15	-1%	-2%	-7%	1%	-21%
Cc1ccccc1N(C(=O)CNC(=O)c1cccs1)C(C(=O)NC1CCCC1)c1ccncc1 (stereo not drawn)	12%	1%	-1	-6%	-7%	-7	?	0%	nt	0%	-7%
COC(=O)Cc1c(C)nc2nc(Cc3ccccc3)[nH]n2c1=O	-2%	1%	-3	6%	0%	-4	4%	1%	5%	2%	-2%
COC(=O)c1ccc(CSc2nc3c(cnn3-c3ccc(F)cc3)c(=O)[nH]2)o1	-2%	1%	-9	0%	0%	-1	1%	0%	-3%	9%	0%
Cc1cc(C)c(NC(=O)CN2C(=O)NC3(CCc4ccccc43)C2=O)c(Cl)c1 (stereo not drawn)	nt	4%	12	nt	nt	nt	10%	-2%	nt	1%	nt
CN(CCC1CCCCO1)C(=O)c1cc(COc2ccc(F)cc2F)on1 (stereo not drawn)	3%	-4%	12	-12%	-1%	9	-11%	0%	1%	0%	-5%
CC(=O)N1CCCN(C(=O)c2cc(COc3c(F)cccc3F)on2)CC1	-6%	1%	0	nt	1%	-47	2%	3%	-1%	0%	-12%
O=C(CC1C(=O)NCCN1C(=O)Nc1ccccc1)Nc1ccc2c(c1)OCO2 (stereo not drawn)	-1%	1%	-3	12%	-6%	-1	1%	1%	-15%	-10%	-4%
COc1ccc2c(c1)CC/C(=C\c1ccc(OC)c(Cn3nc(C)cc3C)c1)C2=O	1%	-2%	-8	-4%	-2%	-18	10%	-2%	-1%	?	25%
BrCCOCCOc1ccc2ccccc2c1	nt	1%	2	-16%	-4%	6	-1%	2%	-1%	?	-4%
Cc1ccccc1CNC(=O)C(=O)Nc1nccs1	0%	0%	3	-6%	-6%	-2	3%	1%	-3%	-10%	-2%
O=C(NCCCCc1ccccc1)c1ccccc1Cl	0%	-5%	1	-23%	0%[9.22 µM]	-7	-6%	1%	-4%	nt	-12%
CC(=O)N1C(=O)NC2=C(C(=O)CCC2)C1c1cccc([N+](=O)[O-])c1 (stereo not drawn)	12%	-3%	1	2%	-11%	8	-8%	2%	2%	-9%	?
C=CCN(CC=C)C(=O)c1cccc(OC2CCN(S(=O)(=O)N(C)C)CC2)c1	0%	1%	-8	-9%	1%	-7	-5%	2%	-1%	-12%	-14%
CC1=C(C(=O)OCC2CCCO2)C(c2coc3ccccc3c2=O)C2=C(CC(C)(C)CC2=O)N1 (stereo not drawn)	-2%	0%	-6	-14%	1%	-5	0%	22%	-1%	-13%	13%
Cc1ccc(S(=O)(=O)CC(=O)Nc2ccc(F)c(F)c2F)cc1	1%	4%	1	nt	1%	-8	?	1%	1%	-13%	nt
Cc1ccccc1OCC(=O)Nc1ccccc1NC(=O)c1ccco1	0%	-1%	1	4%	17%	-7	-8%	-1%	-2%	6%	-2%
O=C(CNC(=O)c1ccccc1Cl)N/N=C/C=C/c1ccccc1	-2%	5%	-3	26%	0%	7	4%	-4%	-15%	?	?
CCN(c1ccccc1)S(=O)(=O)c1ccc(OC)c(NS(=O)(=O)c2cccs2)c1	6%	-1%	2	-2%	3%	6	-9%	-1%	1%	1%	-3%
CC1(C)CC(=O)C=C(NC2CC(C)(C)NC(C)(C)C2)C1	3%	1%	1	4%	4%	-7	0%	0%	-1%	-1%	-6%
CC1CCc2sc(C(=O)N=Nc3c(O)[nH]c4ccccc34)cc2C1 (stereo not drawn)	0%	3%	nt	-12%	15%	-4	1%	nt	-5%	-4%	-3%
CC(=O)Nc1ccc(OCC(=O)NCc2ccc3c(c2)OCO3)cc1	4%	5%	8	4%	-3%	1	2%	3%	-2%	1%	-10%
CC(=O)Nc1ccc(Br)cc1C(=O)C(=O)O	-3%	2%	2	-24%	0%	12	-5%	-1%	0%	-22%	?
O=C(CN1CCN(c2ccc(F)cc2)CC1)Nc1ccc(F)c(F)c1	3%	1%	14	23%	4%	-11	3%	-11%	5%	-8%	-5%
